p97 ATPase inh – inhibitors of human p97 ATPase, primary screen, biochemical | recombinant p97 ATPase, Kinase-Glo ATP luminescence, 3 h | inhibition, % at 8 µM | AID 1481, 2009 | 220,000 compounds, 0.42% hits | Transitional endoplasmic reticulum ATPase (Homo sapiens), P55072; in the data active = inhibition above about 15%;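 note: 0% = DMSO vehicle and 100% = wells lacking enzyme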
Target sequence (P55072 whole entry, looked up): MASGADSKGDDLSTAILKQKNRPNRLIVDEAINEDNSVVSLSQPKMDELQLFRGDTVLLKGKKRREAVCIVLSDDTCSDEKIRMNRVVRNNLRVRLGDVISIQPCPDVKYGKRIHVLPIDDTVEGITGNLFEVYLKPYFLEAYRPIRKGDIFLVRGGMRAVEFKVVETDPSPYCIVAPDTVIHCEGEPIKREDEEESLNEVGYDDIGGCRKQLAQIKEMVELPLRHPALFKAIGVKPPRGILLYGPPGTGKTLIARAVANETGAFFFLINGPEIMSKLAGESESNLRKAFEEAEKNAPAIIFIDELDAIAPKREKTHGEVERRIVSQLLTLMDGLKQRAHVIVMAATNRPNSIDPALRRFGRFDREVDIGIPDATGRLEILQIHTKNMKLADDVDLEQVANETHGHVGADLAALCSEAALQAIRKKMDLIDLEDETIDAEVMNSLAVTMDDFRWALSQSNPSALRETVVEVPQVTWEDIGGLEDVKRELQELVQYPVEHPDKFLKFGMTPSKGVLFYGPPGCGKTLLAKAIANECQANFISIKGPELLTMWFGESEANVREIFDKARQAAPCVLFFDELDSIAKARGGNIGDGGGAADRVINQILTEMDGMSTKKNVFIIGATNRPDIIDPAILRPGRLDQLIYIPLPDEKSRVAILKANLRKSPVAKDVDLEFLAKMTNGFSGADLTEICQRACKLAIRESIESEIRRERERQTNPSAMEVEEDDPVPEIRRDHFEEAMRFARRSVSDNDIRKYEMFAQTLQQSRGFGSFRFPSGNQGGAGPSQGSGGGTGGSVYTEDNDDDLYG
hK5 inh – human KLK5 protease inhibitors, primary screen, biochemical, 1536-well; recombinant hK5, fluorogenic AMC substrate cleavage; inhibition, % at 5 µM; 210,000 compounds, 0.59% hits;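 active = inhibition of 40% or more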;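 note: 0% = enzyme controls without compound and 100% = no-enzyme blanks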
Target sequence (Q9Y337 67-293 limits assumed): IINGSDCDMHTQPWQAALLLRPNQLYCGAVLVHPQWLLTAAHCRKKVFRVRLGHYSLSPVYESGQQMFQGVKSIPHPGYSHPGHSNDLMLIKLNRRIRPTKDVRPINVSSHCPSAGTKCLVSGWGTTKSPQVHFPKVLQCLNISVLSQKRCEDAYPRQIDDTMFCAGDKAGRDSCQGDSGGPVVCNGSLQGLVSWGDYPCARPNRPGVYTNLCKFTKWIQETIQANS
thrombin 1536 – human alpha-thrombin inhibitors, primary screen, counter-screen for coagulation protease inhibitor project, biochemical, 1536-well, fluorogenic AMC substrate | Boc-VPR-AMC fluorogenic substrate cleavage | 220,000 compounds, 0.26% hits | AID 1046, 2008 | inhibition, % at 5 µM | Prothrombin (Homo sapiens), P00734;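 active = inhibition at or above 40%; inactive = inhibition below 40%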;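 note: 0% = enzyme with no compound and 100% = wells without enzyme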
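Assay system: human alpha-thrombin enzyme. Reagent: Boc-VPR-AMC substrate, 15 µM final. Compound dosing: one concentration per compound, 5 µM, with 0.2% DMSO. Incubation: room-temperature reaction. Technique: AMC fluorescence, 355/460 nm. Measure: % inhibition relative to enzyme controls and enzyme-free blanks.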
PERK inhibitor – block of dimerizer-induced PERK translation repression, primary screen, PERK inhibitor project, CHO PERK-DD cells, SEAP luminescence, HTS; CHO PERK-DD fusion, SEAP luminescence translation reporter; inhibition, % at 5.6 µM; 220,000 compounds, 0.17% hits; AID 1416, 2008;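 active = inhibition above the mean inhibition of all tested compounds plus 3 SD, set separately per screening campaign, cut at about 2.9% in these data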;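 note: PERK kinase domain activated by AP20187 dimerizer at 100 nM; 0% = DMSO with dimerizer and 100% = rapamycin at 8.4 µM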
FXIIa inh – human FXIIa protease inhibitors, primary screen, biochemical, 1536-well. Coagulation factor XII (Homo sapiens), P00748. purified FXIIa, Boc-QGR-AMC fluorogenic substrate, 2 h. inhibition, % at 5 µM. 220,000 compounds, 0.3% hits; in the data active = inhibition above about 40%;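 note: 0% = enzyme with no compound and 100% = blank without enzyme; many of its hits are not listed in these tables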
FXIa inh – human FXIa protease inhibitors, primary screen, biochemical, 1536-well; 220,000 compounds, 0.14% hits; AID 798, 2007; inhibition, % at 5 µM; Coagulation factor XI (Homo sapiens), P03951; purified FXIa, Boc-Glu-Ala-Arg-AMC fluorogenic substrate;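 active = inhibition of at least 40%; inactive = inhibition below 40%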;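 note: fluorescence of freed AMC excited at 355 nm; 0% = enzyme without compound and 100% = no enzyme blank; many of its hits are not listed in these tables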
Wee1 stabilizer – Wee1 degradation inhibitors, primary screen, cell-based, HeLa, Wee1K328M-luciferase, luminescence | HeLa Luc-Wee1K328M stability; 100% = proteasome inhibitor MG132 effect | 220,000 compounds, 1.2% hits | reporter increase, % at 5 µM;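 active = activation above the mean of all tested compounds plus 3 SD, set per screening run, cut at about 8.8% in these data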;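 note: cells exposed to compound for 20 h before luminescence read; 0% = DMSO alone and 100% = MG132 at 30 µM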
Furin inh – human furin inhibitors, primary screen, biochemical, fluorescence intensity | 220,000 compounds, 0.061% hits | inhibition, % at 30 µM | purified furin, fluorogenic substrate cleavage | P09958; in the data active = inhibition above about 25%; note: inactives centre near -15
KCC2 mod – KCC2 cotransporter modulators, thallium flux, primary screen, cell-based, HEK293 KCC2, FluoZin-2 fluorescence, MLSMR. KCC2 cells, thallium flux FluoZin-2 fluorescence. B-score of Tl+ flux slope (higher = more flux/activation; lower = inhibition) at 10 µM. 190,000 compounds, 2.2% hits. Solute carrier family 12 member 5 (Homo sapiens), Q9H2X9;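 active = thallium flux slope and its plate-corrected score both differing from the plate sample mean at a set confidence after two filtering rounds, in either direction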;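 note: slope of fluorescence scaled to starting intensity during 10 to 20 s after thallium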
Numbers without * were called inactive; . = not tested or not shown; [ ] = dose if it differs, or a comment.

SMILES	p97 ATPase inh	hK5 inh	thrombin 1536	PERK inhibitor	FXIIa inh	FXIa inh	Wee1 stabilizer	Furin inh	KCC2 mod
CCOC(=O)C(/C(C)=N/NC(=O)C1CC1c1ccccc1)C(C)C (centres undefined)	5	0	0	0.2	10	6	2	-12	0.59
CC(C)Oc1ccc(CSc2nnc3n(C)c(=O)c4c5c(sc4n23)CCCC5)cc1	2	.	.	0.6	.	.	-4	-38[20 µM]	0.15
CN(C)/C=N/c1nc(-c2ccc3c(c2)OCO3)cs1	-3	3	-2	1.0	9	0	0	-16	-1.6
COC(=O)c1c(C)[nH]c(C=Nc2ccc(OC)cc2)c1C	5	3	-6	0.1	6	4	0	-25	0.42
COC(=O)c1cc(NC(=O)c2ccccc2)c(=O)oc1C	2	2	1	2.1	13	1	2	-20	0.28
Cc1ccc(Cn2ncn3c(cc4ccccc43)c2=O)cc1	0	-8	-2	1.0	-12	-16	7	-28	0.22
O=C(CSc1nncn1-c1ccccc1)Nc1ccc(N2CCOCC2)cc1	-3	-6	-2	0.9	8	-10	2	-19[20 µM]	1.4
CCC(CC)c1nnc(NC(=O)Cc2ccccc2[N+](=O)[O-])s1	-6	-10	-3	-0.1	-9	-4	2	1	-2.1
Cc1noc(COc2ccccc2OCC(O)CNC(C)(C)C)n1 (centres undefined)	4	-7	4	-1.1	11	2	0	-23[20 µM]	.
CCC1=C(OC(=O)N(CC)CC)N2C(=O)OC(=NCC3CC3)[C@]2(Cc2ccccc2)[C@H]2C1=CC[C@H]1C(=O)NC(=O)[C@H]12	.	-2	-6	.	1	-4	.	-6	-0.5
Cc1cc2nc(N=C(N)N)nc(C)c2cc1C	6	0	-3	1.1	8	4	0	-18	-2.1
c1ccc(-c2oc3ncnc(NCCN4CCOCC4)c3c2-c2ccccc2)cc1	-6	-8	-1	-1.4	13	0	0	-24[20 µM]	0.025
O=C(O)CCCn1cc(NC(=O)c2c(F)cccc2F)cn1	5	-8	-1	1.7	-2	-4	3	-25	0.088
CC1CCC/C(=N\NC(=O)c2ccncc2)C1 (centres undefined)	0	-13	-1	0.8	26	23	-4	-16	0.85
Nc1ncnc(Nc2ccccc2Cl)n1	2	-5	-6	1.1	6	-3	3	12	.

Profiles as entered above. Values in the order: p97 ATPase inh | hK5 inh | thrombin 1536 | PERK inhibitor | FXIIa inh | FXIa inh | Wee1 stabilizer | Furin inh | KCC2 mod
O=C(O)CCCn1cc(NC(=O)c2c(F)cccc2F)cn1 is entered as 5 | -8 | -1 | 1.7 | -2 | -4 | 3 | -25 | 0.088
CCC(CC)c1nnc(NC(=O)Cc2ccccc2[N+](=O)[O-])s1 is entered as -6 | -10 | -3 | -0.1 | -9 | -4 | 2 | 1 | -2.1

(listing goes on)
SMILES	p97 ATPase inh	hK5 inh	thrombin 1536	PERK inhibitor	FXIIa inh	FXIa inh	Wee1 stabilizer	Furin inh	KCC2 mod
CN1CC2([N+](=O)[O-])CC=C(OCCO)C([N+](=O)[O-])(C1)C2 (centres undefined)	0	-19	-11	1.1	-2	-5	3	-13	-0.59
CCOc1ccc(C(=O)NCc2ccccc2OC)cc1	1	-9	-2	0.5	3	5	-1	-27	0.0087
COC(=O)c1ccc(CNC(=O)CSc2nnc(COc3ccccc3)n2C)o1	0	2	-6	0.2	0	-3	0	-8[20 µM]	0.32
CCOc1ccc(N=Nc2c(=O)[nH]n3c(=O)c4c([nH]c23)CCCC4)cc1	3	-13	-2	2.1	17	5	-1	0	.
COc1ccc(-c2cc(C(=O)N3CCN(c4ccccn4)CC3)c3ccccc3n2)cc1	0	1	4	-1.4	29	24	-1	-27	.
C=COCCn1c(-c2nonc2N)nc2ccccc21	6	33	8	1.5	19	5	-4	-1	-0.33
O=C(c1ccc2c(c1)OCO2)N1CCN(c2ccccc2F)CC1	-1	0	-9	0.3	-4	-5	-1	-16[20 µM]	0.17
O=c1c2ccccc2nc2n1-c1ccccc1CCC2	2	-15	7	0.1	17	-4	-1	-33[20 µM]	.
Cc1ccc(NC(=O)c2c(Cl)n(C)c3ccccc23)cc1	4	27	-4	-0.7	4	-7	1	-9	.
COC(=O)c1ccc(C(=S)N2CCCCC2)cc1	3	-21	0	2.1	-3	0	6	-32	-0.79
Cc1ccc2[nH]c(=O)c(CN(Cc3ccco3)C(=O)c3cccs3)cc2c1	-4	-17	-2	-0.9	4	-2	2	-7[20 µM]	0.012
Cc1ccc(C)c(NS(=O)(=O)c2cc(Br)cnc2N)c1	-1	-7	5	0.3	28	22	1	-6	.
COc1cccc(C(=O)/C=C2\Sc3ccccc3N2C)c1	0	5	-10	-1.0	6	-2	-1	-22	-2.1
Cc1ccsc1-c1n[nH]c(=S)n1C1CCCCC1	1	-11	-5	1.0	-3	-6	-1	-4	5.9
Cn1c(/C(C#N)=C(\O)COc2ccc3ccccc3c2)nc2ccccc21	6	-5	-2	1.4	7	-2	0	-17	0.14
CCCc1ccc(C(=O)NNc2ccccc2F)cc1	7	-1	1	1.4	11	1	9.3*	-16	-1.5
COCCNC(=O)C(=O)NCCN1CCOCC1	3	-12	2	0.5	14	7	3	-20[20 µM]	0.06
COc1ccc2nc(SCC(N)=O)[nH]c2c1	0	2	-3	-0.6	4	3	2	18[20 µM]	.
COC(=O)Nc1nc2c(s1)CCCC2	-2	-31	1	-0.2	-2	-8	3	-9	-0.29
O=C(NCc1ccc(C(F)(F)F)cc1)C1CC(c2c(Cl)cccc2Cl)=NO1 (centres undefined)	-1	.	-6	-0.5	-10	-10	1	-8[20 µM]	-0.43
CSc1ccc(C#N)cc1NC(=O)c1ccc(Cl)cc1	-3	0	1	0.6	-4	5	-3	-25[20 µM]	.
COc1ccc(CN(C(=O)COc2ccccc2)c2ccccc2C(=O)O)cc1	0	-3	-5	0.9	4	6	1	-22	-1.2
CCCS(=O)(=O)C(=C(Nc1ccc(OC)cc1)Nc1ccc(OC)cc1)S(=O)(=O)CCC	-3	-8	4	-0.7	16	1	0	-11[20 µM]	-1
O=C(COC(=O)c1ccc(NS(=O)(=O)c2cccs2)cc1)Nc1nc2c(F)c(F)c(F)cc2s1	3	-1	-1	1.3	6	1	-1	-18	-0.36
Cc1cccc(NC(=S)NC2CC3CCCC(C2)N3CC(C)C)c1C (centres undefined)	-7	-9	4	-1.1	15	6	-1	-7[20 µM]	-0.45
COc1ccc(CC(=O)NC2CC(C)(C)NC(C)(C)C2)cc1	0	-13	1	0.2	13	3	5	-15[20 µM]	-0.02
CC(C)(C)c1nnc2sc(SCC(=O)N3CCc4ccccc43)nn2c1=O	-4	-11	-2	0.1	1	-5	1	-17	2.1
Cc1cccc(C(=O)N[C@H](C(=O)Nc2cc(S(=O)(=O)N3CCCCC3)ccc2C)C(C)C)c1	4	-7	-11	0.8	9	-3	-1	-22	0.54
COC(=O)NNC(=O)c1ccc(Cl)cc1Cl	4	-20	-9	1.2	6	4	-1	-19	0.21
Cc1ccccc1C(=O)NNC(=O)c1cc(N)cc([N+](=O)[O-])c1	6	-13	-6	0.7	12	11	-1	-20	-0.011
Cc1ccc([N+](=O)[O-])cc1-c1[nH]c(-c2ccc(O)c(O)c2)nc1-c1ccccc1	12	-16	-10	-0.6	-13	-5	2	-24[20 µM]	.
Cc1nn(-c2ccccc2)c(C)c1/C=N/NC(=O)c1cc(C(C)(C)C)[nH]n1	3	16	9	-1.0	13	15	1	-5[20 µM]	.
N#Cc1c(N)nc(SCc2ccccn2)c(C#N)c1-c1cccs1	5	-19	2	-0.9	19	6	1	-31[20 µM]	-0.78
Cc1ccc(NC(=O)NNC(=O)c2snnc2C)cc1	0	-11	7	1.4	7	1	6	-26	-0.83
COc1ccc(C)cc1NC(=O)c1cc2c(=O)n3ccccc3nc2n1C	-2	0	-6	-0.5	10	7	-4	-9	0.85
CCOC(=O)c1c(NC(=O)COC)sc(C)c1C	-6	-8	1	-0.1	10	6	0	-17[20 µM]	-0.95
COc1ccc(C(=O)Nc2cc(OC)c(Cl)cc2Cl)cc1	1	2	-7	0.6	10	1	0	-17	-0.19
CN(C)CCCN=Cc1c(-c2ccccc2)[nH]n(-c2nc3ccccc3s2)c1=O	3	-7	-14	0.3	9	-3	-2	-26	0.075
Cc1ccc(-n2[nH]c(C)c(C=Nc3ccc4[nH]c(=O)[nH]c4c3)c2=O)cc1C	-12	5	2	0.7	0	5	1	-8[20 µM]	.
CCn1c(CN2CCN(Cc3ccc(C)cc3)C(CCO)C2)nc2ccccc21 (centres undefined)	-1	16	-4	0.5	6	0	-3	-23	-0.23
CCCC(=O)NC(c1ccccc1OC)c1ccc2cccnc2c1O (centres undefined)	-8	11	-5	-1.4	13	5	-4	0	0.29
CC(=O)CN1Cc2ccccc2/C1=N\C(=O)Nc1ccccc1	-2	-10	-5	2.2	7	2	0	-22	0.19
O=C(NNS(=O)(=O)c1ccc2ccccc2c1)C1CCN(Cc2ccccc2)CC1	-2	1	-3	0.6	3	-5	0	-9[20 µM]	.
O=C(Nc1cccc2ncccc12)C12CC3CC(CC(C3)C1)C2	1	-2	-5	-0.7	-4	-8	2	-9[20 µM]	-0.97
Cc1cc(C(=O)Nc2ccc3c(c2)OCO3)cs1	-17	-14	13	-0.4	-6	-8	0	19[20 µM]	0.71
CC(C)CC(=O)NC(=S)Nc1cc(C(=O)O)ccc1Cl	1	-9	-9	0.6	0	-13	-2	-17	0.12
O=C(c1ccc(F)cc1)N1CCN(c2ccc(N3CCOCC3)nn2)CC1	1	-5	-4	-1.6	2	-5	-1	-17	-0.036
N#Cc1nc(-c2ccco2)oc1NCc1ccco1	8	3	1	1.4	12	2	0	10[20 µM]	0.081
Cc1ccc(CSCC(=O)N2CCN(Cc3ccc4c(c3)OCO4)CC2)cc1	-5	-9	1	-0.4	17	11	-1	-14[20 µM]	0.49
COc1cccc(CC(Cc2nc3ccccc3[nH]2)c2nc3ccccc3[nH]2)c1 (centres undefined)	2	-71	14	-1.1	14	2	1	-25	-0.47
Cc1c(Cl)cnc(NC(=O)CSc2nnc3ccccn23)c1Cl	1	-31	-3	0.3	8	25	0	-17[20 µM]	0.00082
N#C/C(=C\c1c(N2CCOCC2)nc2ccccn2c1=O)C(=O)NC1CCS(=O)(=O)C1 (centres undefined)	6	-8	-12	0.0	-7	-5	1	-5	.
FC(F)(F)c1ccc(CN2C[C@@H]3C(c4ccccc4)C4(c5cccnc5)CC3(C4)[C@H]2c2ccccc2)cc1 (some centres undefined)	.	-1	-3	.	5	-1	.	-26	0.86
O=C(CCn1cnnn1)Nc1cccc(F)c1	6	1	-3	0.4	9	-1	-1	-26	.
Cc1onc(-c2ccccc2Cl)c1C(=O)N1CCN(c2cccc(Cl)c2)CC1	.	-11	-2	.	12	6	.	-5	0.037
COc1ccccc1OCC(=O)N/N=C1/SCC(=O)N1Cc1ccccc1	6	-10	-2	0.2	12	1	4	-20[20 µM]	-1.5
CCOC(=O)C1CCN(C(=O)CCc2nc3ccccc3[nH]2)CC1	4	0	-10	0.5	2	2	3	-22	0.65
C/C(=N\Nc1ccc2nncn2n1)c1ccccn1	10	-25	-2	1.1	10	1	1	-4	1

An unsorted share of the library; any-hit rate near 4.4%.
